Screening results (PubChem)
aGlu spleen mod: inhibitors or activators of human alpha-glucosidase in spleen homogenate. actives 0.006% (n = 240,000). AID 2112. human spleen homogenate, 4-MU-alpha-glucoside fluorescence. P10253. Potency, µM (top dose mostly 79.9 µM), for inactives: at the top dose activity change, negative = inhibition, hits mostly inhibitors;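 also: 0% = enzyme with vehicle and -100% = no enzyme basal signal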
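Enzyme source: human spleen homogenate, 1 ug/well. Buffer 50 mM citric acid/K phosphate pH 5.0, 0.01% Tween-20. 4-MU-alpha-glucoside 1 mM; 37 C x 40 min; NaOH/glycine stop; fluorescence.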
GAA inhib: alpha-glucosidase (human) inhibition | P10253 | purified human GAA, 4-MU-alpha-glucoside fluorescence | Potency, µM (doses to about 76.9 µM), inactives show top-dose activity change, negative = inhibition, most hits filed as inhibitors | actives 0.005% (n = 200,000) | AID 1466;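 also: plate controls were uninhibited enzyme wells for no effect and no-enzyme background for full effect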
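Human enzyme at 4 nM with 400 uM 4-methylumbelliferyl-alpha-D-pyranoside, citrate/phosphate buffer pH 5.0, 0.005% Tween-20, 20 min at room temperature. Compounds up to 77 uM. 4-MU fluorescence (Ex 365/Em 440) read after NaOH/glycine stop; AC50 from Hill fit.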
Tau fluor counter: counter-screen for tau fibril formation inhibitors | AID 1463 | Potency, µM (top dose mostly 57.7 µM), without a hit: at the highest dose activity change, negative = decrease | actives 0.93% (n = 280,000) | tau K18 P301L Alexa594 fluorescence, heparin fibrillization; also: % is scaled to controls: 0 for no effect and ±100 for the full control effect; nearly all actives have a fitted effect of over 55% in size
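Human K18 P301L tau (15 uM unlabeled plus 0.24 uM Alexa 594-labeled, final) in 100 mM sodium acetate pH 7 was mixed with compound and 20 uM heparin and incubated 6 hr at 37 C.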
HTT cytoprotect: Huntington cell model cytoprotection by ATP luminescence. PC12 HTT-Q103 induced, cytoprotection, ATP luminescence, 40 h. Potency, µM (titrated, usually from 56.4 µM), for the others: cytoprotection (ATP increase), hits mostly activators. actives 0.14% (n = 230,000);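 also: % of control where 0% means no effect; nearly all actives have a fitted effect of over 45% in size; toxic huntingtin expression switched on by the ecdysone agonist tebufenozide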
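Compounds were screened for protection of PC12 cells against cell death after tebufenozide induction (100 nM final) of mutant Huntingtin exon 1 (Q103) fused to GFP.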
GAA glycogen: alters human alpha-glucosidase cleavage of glycogen. P10253. recombinant GAA, glycogen substrate, Amplex Red glucose oxidase fluorescence. Potency, µM (highest dose often 76.4 µM), inactives show at the top dose activity change, negative = inhibition, hits mostly inhibitors. actives 0.38% (n = 300,000);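 also: 0% = full enzyme reaction and -100% = no-enzyme basal signal; the screen sought inhibitors and activators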
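Recombinant human alpha-glucosidase (4 nM final) hydrolysed bovine liver glycogen (30 ug) for 40 min at 37 C in pH 5.0 citrate/phosphate with 0.01% Tween-20. Released glucose detected by glucose oxidase/Amplex Red, Ex 573/Em 610 nm. Compounds up to 77 uM; AC50 from Hill fits.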
Tau FP inhib: blocks human tau fibril formation measured by polarization; Potency, µM (titrated, usually from 57.7 µM), without a hit: at the highest dose activity, negative = inhibition, actives largely listed as inhibitors; actives 0.39% (n = 280,000); K18 P301L tau heparin fibrillization, Alexa594 FP, 6 h; also: % is scaled to controls: 0 for no effect and ±100 for the full control effect; nearly all actives have a fitted effect of over 55% in size
Target sequence (P10636 561-689 P618L limits assumed): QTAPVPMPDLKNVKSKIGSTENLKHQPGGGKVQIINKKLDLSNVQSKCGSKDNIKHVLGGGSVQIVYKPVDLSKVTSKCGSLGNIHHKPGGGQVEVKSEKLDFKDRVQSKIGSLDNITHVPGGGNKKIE
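Read-out: fluorescence polarization of Alexa 594-labeled tau (0.24 uM), 555 nm excitation, 632 nm emission. Mixtures held 15 uM unlabeled K18 P301L, compound and 20 uM heparin, pH 7 acetate buffer, incubated 6 hr at 37 C.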
Tau fibril ThT: inhibitors of human tau fibril formation, thioflavin T binding | P10636 | Potency, µM (highest dose often 57.4 µM), inactives show top-dose activity, negative = inhibition, actives largely listed as inhibitors | recombinant tau K18 P301L (four-repeat tau fragment), heparin-induced fibrillization, ThT fluorescence | actives 2.1% (n = 270,000); also: % is scaled to controls: 0 for no effect and ±100 for the full control effect; nearly all actives have a fitted effect of over 55% in size
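Heparin-induced (20 uM) aggregation of recombinant human K18 P301L tau, 15 uM unlabeled with 0.24 uM labeled, pH 7 acetate buffer, 6 hr at 37 C with compound. Fibrils quantified by 30 uM ThT fluorescence after 1 hr ambient incubation.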
aGal spleen mod: inhibits or activates alpha-galactosidase in human spleen homogenate | human spleen homogenate, 4MU-alpha-Gal fluorescence, 40 min | Potency, µM (doses to about 80 µM), for inactives: top-dose activity change, negative = inhibition, most hits filed as inhibitors | actives 0.008% (n = 240,000) | P06280 | AID 2107;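 also: 0% = enzyme with vehicle and -100% = no enzyme basal signal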
Target sequence (P06280 32-429 limits assumed): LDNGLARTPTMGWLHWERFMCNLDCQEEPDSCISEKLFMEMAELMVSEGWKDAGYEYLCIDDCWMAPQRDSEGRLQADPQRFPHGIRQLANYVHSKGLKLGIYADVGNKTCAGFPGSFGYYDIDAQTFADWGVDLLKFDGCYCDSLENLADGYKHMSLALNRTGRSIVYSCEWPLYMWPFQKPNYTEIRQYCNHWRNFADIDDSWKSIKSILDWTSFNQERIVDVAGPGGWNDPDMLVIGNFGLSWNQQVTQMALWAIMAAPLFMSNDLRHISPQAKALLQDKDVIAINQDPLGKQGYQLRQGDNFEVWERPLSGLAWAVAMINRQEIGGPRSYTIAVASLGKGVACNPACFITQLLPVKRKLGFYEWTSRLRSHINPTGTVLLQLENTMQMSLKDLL
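Human spleen homogenate (1 ug) was the enzyme source, with 4-methylumbelliferyl-alpha-D-galactopyranoside (1 mM final) in pH 5.0 citrate buffer with 0.01% Tween-20. Compounds were titrated; after 40 min at 37C, NaOH/glycine stop, 4-MU fluorescence read; AC50 from Hill fits.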
Active calls of the source: *; ? = inconclusive; · = not tested or not shown; & = joins results of further samples; [ ] = dose if it differs, or a comment. Calls follow the shape of the dose curve; as a rule, active = well fitted curve in the direction sought with a large enough effect; inconclusive = small, poorly fitted or top-dose-only effect, or another doubt; inactive = no such curve, though single readings can be large; an effect the other way counts as inactive or inconclusive. Potency is read from the fitted curve at half-maximal effect. Compounds were not picked by outcome; overall some 3.3% were active at least once.

1. CN1CCN(c2nc3c(c(=O)n(C)c(=O)n3C)n2CCSc2nnnn2-c2ccccc2)CC1
2. CCC(=Nc1ccccc1)C1=C(O)CCCC1=O
3. CCOc1cc(CNn2nnnc2N)ccc1OCC(=O)NC(C)(C)C
4. Cc1ccc(S(=O)(=O)N2CCCCC2C(=O)N2CCN(C)CC2)cc1 (stereo not drawn)
5. Cc1cn2c(=O)c(S(=O)(=O)Nc3ccc(N4CCOCC4)cc3)c(C)nc2s1
6. O=C(/C=C/c1cccs1)Nc1nc(-c2ccccc2)cs1
7. COc1ccccc1-n1c(N)c(C(=O)NCC2CCCO2)c2nc3ccccc3nc21 (stereo not drawn)
8. CCOCCCN(Cc1ccco1)C(=O)c1cc2c(s1)-c1c(C)cccc1OC2
9. Cc1cccc(N2CCN(Cc3nnc(-c4cccc(Br)c4)o3)CC2)c1C
10. COc1ccc(CCN2CC(C(=O)NCCc3ccc(C)cc3)CC2=O)cc1OC (stereo not drawn)

| Screen / compound no. | 1 | 2 | 3 | 4 | 5 | 6 | 7 | 8 | 9 | 10 |
| --- | --- | --- | --- | --- | --- | --- | --- | --- | --- | --- |
| aGal spleen mod | -8% | 4% | -1% | -4% | · | 7% | ? | · | · | 12% |
| aGlu spleen mod | -10% | -2% | -2% | -9% | · | 0% | 18% | · | · | -19% |
| Tau fluor counter | -5% | -16% | 0% | -21% | -14% | ? | ? | -13% | -23% | -6%&8% |
| GAA inhib | · | · | 1% | -3% | · | -9% | ? | · | · | ? |
| HTT cytoprotect | -1%[10 µM] | -3%[10 µM] | -9%[1.9 µM] | 21% | · | -21%[10 µM] | 7%[10 µM] | · | · | -21% |
| Tau FP inhib | -1% | 1% | -5% | ? | -1% | ? | -2% | 0% | 9% | 4%&2% |
| Tau fibril ThT | -3% | -10% | 2% | 16µM* | -2% | -6% | -18% | ? | ? | -5%&11% |
| GAA glycogen | -5% | 4% | 6% | -1% | 3%[76.3 µM] | -2% | -1% | 7%[76.3 µM] | 17%[76.3 µM] | 1% |

11. COc1ccc(C(C(=O)NC2CCCCC2)N(CC2CCCO2)C(=O)CNC(=O)c2ccco2)cc1 (stereo not drawn)
12. O=[N+]([O-])c1cccc(-n2cccc2/C=N/Nc2nc(N3CCCCC3)nc(N3CCCCC3)n2)c1
13. CC(Sc1nnnn1C)C(=O)NC(=O)NC1CCCCC1 (stereo not drawn)
14. CC(C)C(=O)NNC(=O)CSc1nc(C2CCCCC2)nc2ccccc12
15. CCOC(=O)C1CCN(c2ncnc3c2nc2n3CCCCC2)CC1
16. CCCCNc1cc(=O)oc2ccccc12
17. CN1C2=CC=CC=CC2=[N+](C)C12C=CC(=[N+]([O-])[O-])C=C2[N+](=O)[O-] (stereo not drawn)
18. CC(=O)NNc1nc2ccccc2s1
19. N/C(=N\OC(=O)N1CCOCC1)c1ccc(Cl)cc1
20. CCC(=O)c1ccc(OC(=O)c2cnccn2)cc1

| Screen / compound no. | 11 | 12 | 13 | 14 | 15 | 16 | 17 | 18 | 19 | 20 |
| --- | --- | --- | --- | --- | --- | --- | --- | --- | --- | --- |
| aGal spleen mod | 0% | 1% | 3% | -6% | · | -13% | -6% | -7% | -2% | 3% |
| aGlu spleen mod | 5% | -1% | 7% | -17% | · | -3% | -2% | -7% | 0% | -3% |
| Tau fluor counter | -2% | ? | 11% | -5% | 2% | 4% | -3% | 5% | -4% | 4% |
| GAA inhib | 2% | 0% | ? | 8% | · | 1% | -5% | 2% | 0% | 2% |
| HTT cytoprotect | -3% | -13% | -11% | 17%[10 µM] | · | -14% | -46%[inhibitor] | 25% | -34%[10 µM] | 3%[10 µM] |
| Tau FP inhib | -14% | 8% | 7% | -2% | -2% | -5% | 0% | -3% | 3% | 14% |
| Tau fibril ThT | -7% | -10% | 6% | -10% | 2% | 6% | ? | -7% | 2% | ? |
| GAA glycogen | -2% | 1% | 13% | -5% | -2%[76.3 µM] | 1% | 11% | 8.9µM* | -2% | -1% |

21. O=c1oc2ccccc2c(Nc2cccc(O)c2)c1[N+](=O)[O-]
22. COCCn1c(N)c(N(Cc2ccccc2)C(=O)Cc2ccccc2F)c(=O)[nH]c1=O
23. COc1ccc2c(c1)NC(=O)CC(c1ccccc1)=N2
24. CC1CCCCC1NC(=O)CN(C)S(=O)(=O)c1cccc2nsnc12 (stereo not drawn)
25. CN(Cc1ccccc1)C(=O)COC(=O)c1ccc(Cl)c(N)c1
26. O=C(NC(=S)Nc1ccc(N2CCOCC2)c(Cl)c1)c1sc2ccccc2c1Cl
27. CCC(C)NC(=O)C(=O)NCc1ccncc1 (stereo not drawn)
28. ONC=Nc1cccc2nonc12
29. COc1ccccc1-c1noc(-c2cc(OC)c(OC)c(OC)c2)n1
30. O=C(CNCCC1=CCCCC1)Nc1ccc(N2CCCCCC2)cc1

| Screen / compound no. | 21 | 22 | 23 | 24 | 25 | 26 | 27 | 28 | 29 | 30 |
| --- | --- | --- | --- | --- | --- | --- | --- | --- | --- | --- |
| aGal spleen mod | 6% | -20% | 2% | -4% | 12% | -9% | -2% | -15% | -11% | -7% |
| aGlu spleen mod | -15% | -20% | -3% | 4% | 2% | 0% | -7% | 1% | 5% | -8% |
| Tau fluor counter | -23% | -9% | -6% | -1% | 2% | -19% | -1% | 1% | -20% | -24% |
| GAA inhib | -9% | -5% | -7% | -5% | 0% | -3% | -2% | 0% | -7% | -8% |
| HTT cytoprotect | -10% | -9% | 0% | 3%[10 µM] | 4%[10 µM] | -20%[1.9 µM] | -9% | -2% | -2%[10 µM] | -69%[inhibitor] |
| Tau FP inhib | -8% | -7% | 1% | -5% | 6% | -2% | -1% | 5% | 0% | 1% |
| Tau fibril ThT | ? | -7% | -2% | -3% | 8% | ? | -4% | -13% | -17% | ? |
| GAA glycogen | -3% | 4% | 3% | 0% | 7% | 12% | -5% | -21% | -14% | ? |

31. COc1ccc(-c2nc(N3CCCC3)[nH]c(=O)c2C#N)cc1
32. CCCCN(CC)C(=O)CN(C)S(=O)(=O)c1cccc2nsnc12
33. COc1ccc(CCNC(=O)c2c(C)nc3ccccn23)cc1
34. Cc1cc(C(=O)OCC(=O)NCCc2ccccc2)c(C)o1
35. COc1ccc2nc(NC(=O)c3sc4nc(C)cc(C)c4c3N)sc2c1
36. COc1ccc(-c2nc(S(=O)(=O)c3ccccc3)c(N3CCCCC3)o2)cc1
37. CC(C)(C)CC(=O)N1CCC(c2nc3c(nnn3Cc3c(F)cccc3Cl)c(=O)[nH]2)CC1
38. Cc1cc(F)ccc1NC(=O)C1CCCN(c2nnc(-n3c(C)ccc3C)s2)C1 (stereo not drawn)
39. COC(=O)CC1=NN(c2ccccc2)C(=O)/C1=C\c1ccc(OC)cc1
40. Cc1cccc(-n2ccnc2SCC(=O)O)c1C
41. Cc1csc(CN(C)C(=O)CC2C(=O)NCCN2Cc2ccc(-c3ccccc3)cc2)n1 (stereo not drawn)
42. CCc1ccc(-n2nc3ccc(NC(=O)c4cc5ccccc5o4)cc3n2)cc1

| Screen / compound no. | 31 | 32 | 33 | 34 | 35 | 36 | 37 | 38 | 39 | 40 | 41 | 42 |
| --- | --- | --- | --- | --- | --- | --- | --- | --- | --- | --- | --- | --- |
| aGal spleen mod | 2% | 9% | -2% | -4% | 0% | · | -8% | · | -2% | 2% | 9% | · |
| aGlu spleen mod | -3% | 0% | 5% | -6% | -2% | · | -8% | · | 2% | 0% | 0% | · |
| Tau fluor counter | -6% | 4% | -8% | 12% | -4% | ? | 6% | -14% | -16% | 7% | -12% | -6% |
| GAA inhib | 3% | 3% | 5% | -7% | · | · | 1% | · | 6% | 1% | -10% | · |
| HTT cytoprotect | 3%[10 µM] | -9% | -1% | -4%[10 µM] | -17%[10 µM] | · | -13%[10 µM] | · | -24%[10 µM] | -16% | -7%[10 µM] | · |
| Tau FP inhib | -1% | 2% | 0% | 1% | -7% | -4% | 12% | ? | -2% | 8% | -13% | -7% |
| Tau fibril ThT | -15% | 4% | -9% | 0% | ? | ? | 7% | ? | ? | 2% | 2% | ? |
| GAA glycogen | 5% | 5% | -9% | -7% | 6% | -11%[76.3 µM] | 5% | 14%[76.3 µM] | 5% | 0% | -2% | -8%[76.3 µM] |
